# Source: PubChem BioAssay
# D1 antag – human D1 dopamine receptor antagonism. P21728. HEK293 TREx D1 cells, calcium flux, dopamine EC80; stronger effect = lower value. activity change, negative = inhibition, % at 10 µM. 360,000 tested, 3.2% active; in the data active = activity change below about -30%; also: % is scaled to controls: 0 for no effect and ±100 for the full control effect
# Target sequence (P21728 whole entry, looked up): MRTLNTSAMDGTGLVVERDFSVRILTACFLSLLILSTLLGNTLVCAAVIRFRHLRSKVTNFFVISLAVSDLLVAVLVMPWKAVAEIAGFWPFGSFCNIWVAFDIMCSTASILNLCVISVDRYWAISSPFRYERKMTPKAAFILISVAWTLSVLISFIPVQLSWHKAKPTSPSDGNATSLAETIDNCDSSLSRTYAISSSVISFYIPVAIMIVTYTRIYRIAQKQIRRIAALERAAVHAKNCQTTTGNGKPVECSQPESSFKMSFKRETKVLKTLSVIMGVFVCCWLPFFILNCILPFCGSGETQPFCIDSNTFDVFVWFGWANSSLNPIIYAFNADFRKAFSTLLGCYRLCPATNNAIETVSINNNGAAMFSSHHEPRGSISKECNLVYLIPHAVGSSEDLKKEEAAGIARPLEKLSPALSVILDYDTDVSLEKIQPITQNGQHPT
#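 Allosteric or orthosteric antagonism assessed as attenuation of the calcium response to EC80 dopamine, added 180 s after compound, in induced HEK293 Trex D1 cells loaded with no-wash calcium dye.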
# TRHR agonist – agonists of human TRH receptor; P34981; TRHR cells, calcium flux fluo-8, FDSS agonist mode; activation, % at 2 µM; 360,000 tested, 0.18% active; also: 0% is about no effect
#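 TRHR-expressing cells, plated overnight in medium with 10% serum, were loaded with fluo-8 calcium dye at room temperature. After a 10 s baseline, library compound was pin-added and calcium release was recorded kinetically (ex 480/em 530) as agonist response.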
# D1 potentiator – human D1 dopamine receptor positive modulation; P21728; HEK293 TREx D1 cells, calcium flux, dopamine EC20 potentiation; potentiation, % at 10 µM; 360,000 tested, 0.036% active; in the data active = potentiation above about 30%; also: 0% is about no effect
# D2 antag – antagonizes the human D2 dopamine receptor | HEK293 TREx D2 cells, calcium flux, dopamine EC80 | inhibition, % at 10 µM | 340,000 tested, 2% active | AID 485344; in the data active = inhibition above about 30%; also: 0% is about no effect
# Target sequence (P14416 whole entry, looked up): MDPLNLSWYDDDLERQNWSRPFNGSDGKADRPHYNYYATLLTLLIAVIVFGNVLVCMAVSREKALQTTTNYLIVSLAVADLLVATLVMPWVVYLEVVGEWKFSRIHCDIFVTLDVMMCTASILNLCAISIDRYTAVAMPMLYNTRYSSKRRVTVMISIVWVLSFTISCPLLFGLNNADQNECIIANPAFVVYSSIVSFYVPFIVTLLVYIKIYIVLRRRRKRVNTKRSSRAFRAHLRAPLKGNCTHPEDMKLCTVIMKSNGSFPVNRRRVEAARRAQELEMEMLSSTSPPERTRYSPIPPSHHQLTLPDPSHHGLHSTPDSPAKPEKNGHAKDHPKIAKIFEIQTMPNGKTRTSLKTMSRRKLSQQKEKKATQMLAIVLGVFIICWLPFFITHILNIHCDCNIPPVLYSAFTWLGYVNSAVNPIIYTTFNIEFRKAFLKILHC
#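 HEK293 T-REx D2 cells, tet-induced, calcium dye no-wash. Cpd pintool add, 180 s kinetic, then EC80 DA, 180 s kinetic. Ca flux read.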
# D2 potentiator – positive allosteric modulators of human D2 dopamine receptor. P14416. HEK293 T-REx D2, calcium flux, EC20 dopamine potentiation. potentiation, % at 10 µM. 340,000 tested, 0.34% active;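 active = potentiation over 3 SD above the plate norm, cut at about 30% in these data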; also: 0% is about no effect
#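 Primary screen. Calcium kinetics in induced HEK293 T-REx D2 cells: compound pre-addition 180 s, EC20 dopamine, 180 s more.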
# D1 ag – human D1 receptor agonism; AID 504660; activation, % at 2 µM; 360,000 tested, 1% active; HEK293 T-REx D1 cells, calcium flux, agonist mode; P21728; also: 0% is about no effect
#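 Inducible HEK293 T-REx D1 cells, force-coupled to calcium signalling, were plated at 4000 cells/well with tetracycline and held overnight at 30 C. After no-wash calcium dye loading, compound-evoked calcium rise over 180 s flagged agonists.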
# D2 ag – agonists of human D2 dopamine receptor; activation, % at 2 µM; HEK293 T-REx D2 cells, calcium flux agonist mode; 340,000 tested, 0.53% active; P14416; AID 485358;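 active = activation over 3 SD above normal in the single-dose calcium agonist read, cut at about 30% in these data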; also: 0% is about no effect
#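 Agonism is scored from calcium flux in a force-coupled, inducible HEK293 cell line expressing D2, read kinetically for 180 s after compound addition against dopamine controls.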
# TRHR PAM – allosterically enhances the human TRH receptor; TRHR cells, fluo-8 calcium fluorescence, EC20 TRH enhancement; enhancement, % at 2 µM; 360,000 tested, 0.66% active; AID 493056; in the data active = enhancement above about 30%; also: 0% is about no effect
#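 Enhancer read-out: after compound pinning and an initial kinetic agonist-mode read, an EC20 of TRH (10 nM final) was injected and fluo-8 calcium signal (Ex 480/Em 530) followed at 1 s/cycle for 100 cycles in TRHR-expressing cells.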
# RXFP1 antagonist – RXFP1 (human) relaxin receptor antagonism | Q9HBX9 | HEK293-RXFP1, relaxin-stimulated cAMP HTRF, 30 min; stronger effect = lower value | activity change, negative = inhibition, % at 57.5 µM | 350,000 tested, 0.59% active;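 active = activity change of -60% or lower, but not beyond a set lower limit; inconclusive = change between -60% and -40%, or beyond the set limit; inactive = change above -40%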; also: % is scaled to controls: 0 for no effect and ±100 for the full control effect
# Numbers without * were called inactive; u = inconclusive; x = no result given. Rule as the data show it, unless noted: active = activation above about 30%; inactive = the rest.
# Screens in order – D1 antag	TRHR agonist	D1 potentiator	D2 antag	D2 potentiator	D1 ag	D2 ag	TRHR PAM	RXFP1 antagonist
> CC1CN(CCOc2ccccc2[N+](=O)[O-])CC(C)O1 (stereo unspecified)
 : -12	0.5	-9	2	-23	1	24	-4	-8
> CC(=O)Nc1cccc(NS(=O)(=O)c2ccccc2[N+](=O)[O-])c1
 : -19	-1.6	2	5	-6	0	-0.7	2	3
> CCOC(=O)c1ccc(N2C=C(C(=O)OC)C(c3ccc(OC)c(O)c3)C(C(=O)OC)=C2)cc1
 : -1	0.5	2	24	4	6	0.2	-16	-3
> COc1ccccc1/C=N/NC(=O)c1sc(C)nc1C
 : -4	-1.5	3	-3	1	2	-0.2	7	7
> N=C1/C(=C\c2coc3ccccc3c2=O)C(=O)N=C2SC=CN12
 : -13	199*	-6	0	-4	342*	117*	53*	-1
> Cc1ccc(C)c(OCc2cc(C(=O)N3CCC(N4CCCC(O)C4)CC3)no2)c1 (stereo unspecified)
 : 14	0.3	-9	-7	3	3	0.3	-2	11
> CCC1CCCCN1C(=O)c1cccc(S(=O)(=O)Nc2cc(C(F)(F)F)ccc2Cl)c1 (stereo unspecified)
 : -18	-0.2	-4	-3	4	3	0.1	2	-3
> OC(CCc1ccncc1)c1ccccc1 (stereo unspecified)
 : -20	0.2	-4	-3	0	-1	0.4	-8	x
> COc1ccccc1/C=C1\CCCC2=C1Nc1nnnn1C2c1ccccc1OC (stereo unspecified)
 : -12	-1.1	5	2	14	1	-1.7	7	-21
> CCOc1ccc(S(=O)(=O)NCCC(=O)NCc2ccco2)cc1
 : -6	-0.5	-6	-4	4	2	0.5	-6	-4
> CCC1CCCCN1CCCNC(=O)c1ccc2c(=O)n(Cc3ccc(OC)cc3)c(=O)[nH]c2c1 (stereo unspecified)
 : 2	0.2	-8	-18	-10	0	0.0	-1	-13
> N#Cc1ccsc1NC(=O)c1cccc(-n2cnnn2)c1
 : 10	4.0	2	-2	2	6	1.1	1	-9
> O=C(Cn1nc(-c2nn(CC(=O)c3ccccc3)c3[n+]2CCCCC3)[n+]2c1CCCCC2)c1ccccc1
 : -8	0.8	-6	1	9	2	-0.6	1	-14
> C/C(=N\c1nc2ccccc2n1C)c1cc(Cl)ccc1O
 : 6	0.2	4	12	4	2	-0.7	0	0
> CCOC(=O)c1ccc(NC(=O)Cn2cc(C(=O)c3ccc(Cl)cc3)c(=O)c3ccc(C)nc32)cc1
 : -3	2.3	-3	x	4	8	1.4	8	-17
> COC(=O)c1c(NC(=O)C2COc3ccccc3O2)sc2c1CCN(C(C)=O)C2 (stereo unspecified)
 : 10	-0.6	-11	7	-1	0	0.3	2	-4
> Cc1cc2[nH]c(=O)c(=O)[nH]c2cc1S(=O)(=O)Nc1cccc(Cl)c1
 : -6	0.0	-4	-9	-4	2	-1.5	-5	8
> O=C(CN1C(=O)c2ccccc2S1(=O)=O)NCCSC1CCCCC1
 : -6	-1.0	-6	-2	3	-2	0.2	-1	-12
> O=C(COC(=O)CCOc1ccccc1)NCCC1=CCCCC1
 : -23	-0.6	-5	-11	-13	0	-1.1	-3	-19
> O=[N+]([O-])C(=C1Nc2ccccc2N1)C(Cl)=C(Cl)Cl
 : -1	-1.3	-1	-8	4	2	-0.7	2	-2
> COc1cccc(OC)c1NC(=O)CN(C)S(=O)(=O)c1ccc2c(c1)OCCO2
 : 2	-1.3	-3	-22	-1	1	-0.7	14	1
> Nc1ncnc(Sc2ccccc2)c1[N+](=O)[O-]
 : -11	-1.1	-8	-3	7	-1	-0.7	1	3
> C/C(=N\NC(=S)Nc1cc(S(=O)(=O)N2CCOCC2)ccc1Cl)c1ccccc1F
 : -14	-0.4	-1	-12	8	2	-1.4	11	7
> Nc1ccccc1C(=O)NNC1=C(C(=O)C(F)(F)F)CCC1
 : -9	-0.4	-4	29	-6	1	-0.5	0	-2
> CSCC[C@H](NC(=O)Cc1c(C)c2cc3c4c(oc3cc2oc1=O)CCCC4)C(=O)O
 : 7	0.3	-4	-19	6	2	2.1	10	8
> Fc1cccc(CSc2nc(NCCc3ccccc3)c3ccccc3n2)c1
 : -46*	2.3	-5	x	17	24	1.2	24	-19
> CN(C)Cc1cc(C(C)(C)c2cc(CN(C)C)c(O)c(CN(C)C)c2)cc(CN(C)C)c1O
 : 11	0.0	2	-10	-1	-2	0.1	-3	-4
> CC1=NNC(=O)C1CCC(=O)N/N=C/c1ccc(Cl)cc1Cl (stereo unspecified)
 : 7	0.3	-2	-5	10	0	-0.1	3	0
> O=C(OCc1ccc(F)cc1)c1cccnc1Cl
 : 3	-0.2	-1	-14	2	-1	-0.2	3	12
> O=C(NCc1cccnc1)/C(=C/c1ccc(-c2ccc(Cl)cc2)o1)S(=O)(=O)c1ccccc1
 : -10	-0.5	6	1	3	2	1.2	-6	-2
> Cc1nn(CC(=O)Nc2ccc(Cl)cc2)c(=O)c2cc(-c3ccccc3)nn12
 : 0	0.3	7	-11	6	0	-0.1	-5	29
> O=C(CN1CCCN(Cc2ccc(F)cc2Cl)C1=O)NC1CCCCCC1
 : -13	-1.4	1	4	4	3	-1.7	4	3
> O=C(NC1CCN(C(=O)NCc2ccccc2)CC1)c1ccco1
 : -7	0.3	-1	-5	8	3	0.7	-6	-5
> O=C(NCCOc1nc(N2CCCCC2)nc(N2CCCCC2)n1)Nc1ccccc1
 : -5	-0.3	-2	6	19	2	0.7	-6	-10
> O=C(COC(=O)Cc1ccc(Br)cc1)NC1CCCCC1
 : -3	4.8	8	-7	0	-4	-0.8	-4	-10
> Cc1csc(SCC(=O)Nc2ccccc2C)n1
 : -6	-0.2	-5	7	17	1	-0.5	0	-7
> CSc1ccccc1NC(=O)CN(C)CC(=O)c1c(C)[nH]c2ccccc12
 : -7	0.0	-4	12	-2	12	0.0	6	-8
> CN(C)S(=O)(=O)c1ccc(C(=O)NCC[N+]2(C)CCCCCC2)o1
 : 24	0.5	-6	-5	1	-3	1.7	-5	11
> CC(=O)Oc1ccccc1/C=C1\CCOC1=O
 : -21	-0.6	-2	1	5	0	-1.7	2	-10
> COc1ccc(C(=O)Nn2c(C)nc3ccccc3c2=O)cc1OC
 : 0	1.5	1	x	x	1	x	3	15
> COc1cc(C)ccc1S(=O)(=O)NC1CC(C)(C)NC(C)(C)C1
 : 5	1.4	-2	9	13	2	0.6	4	3
> N#Cc1ccc(NC(=O)COCc2cc(-c3ccco3)on2)cc1
 : 1	-1.2	2	x	-9	2	-3.4	11	-15
> COc1ccc(Cc2cnc(N)s2)cc1
 : -6	-0.6	-4	-10	-8	3	0.2	-1	3
> CC(=O)Nc1cc(C(=O)N(C)Cc2ccco2)ccc1Sc1ccc(C)cc1
 : 3	0.4	11	5	8	6	0.6	8	-8
> COc1ccc(NC(=S)N(CCO)Cc2ccccc2)cc1
 : 0	0.2	-6	3	-1	1	1.7	-5	x
> O=C(COC(=O)c1ccc(Cl)c(S(=O)(=O)N2CCOCC2)c1)NCc1ccco1
 : 10	-0.2	0	16	-1	7	0.1	-1	-5
> Cc1ccccc1Oc1ccc(-c2nc(N)nc(N)n2)cc1
 : 19	-0.4	-8	-15	12	4	0.1	-9	-21
> O=C(O)c1cc(-c2ccc(/C=c3\sc4nc5ccc(Br)cc5n4c3=O)o2)ccc1Cl
 : 7	7.6	1	6	0	36*	11	8	x
> O=C(Nc1nccs1)c1ccc(COc2c(F)c(F)cc(F)c2F)o1
 : 3	0.1	-5	13	12	-1	0.5	-3	-12
> Cc1c(C(=O)N2CCN(c3ccccc3)CC2)sc2ncnc(N3CCN(c4ccccn4)CC3)c12
 : 9	-0.1	-5	2	1	0	-0.7	-9	5
> CCN(CC)c1ccc(/C=N/Nc2cccc(C)c2)c(O)c1
 : 6	-0.6	4	7	0	3	-0.4	2	13
> O=C(/C=C/c1cccc([N+](=O)[O-])c1)N1CC[C@@]2(O)CCCC[C@H]2C1
 : -14	-0.1	2	x	-9	1	0.8	4	-10
> Cc1ccc(C)c(NC(=O)CN(C)C(=O)c2cccc(S(=O)(=O)N3CCN(Cc4ccccc4)CC3)c2)c1
 : -9	-0.9	0	-19	-4	2	0.6	-9	u
> CCN(CC)CCSc1nc(O)c(Cc2ccccc2)c(=O)n1-c1ccccc1
 : 23	-0.3	8	-1	2	5	-0.5	9	-10
> COc1cc(-c2nnc(CSc3nnc(Nc4ccc(C(C)C)cc4)s3)o2)cc(OC)c1OC
 : 13	-0.7	-4	-2	-4	2	-0.1	1	-11
> O=C(O)/C=C/C(=O)NCCC(c1ccccc1)c1ccccc1
 : 0	-2.7	-1	-2	10	8	-1.0	-1	-2
> CCCCN(CCCC)CCNC(=O)CN1C(=O)COc2ccc(S(=O)(=O)N3CCOCC3)cc21
 : 6	0.6	-2	-9	3	2	0.5	6	-6
> COc1ccc(C)cc1N(CC(=O)N/N=C/c1ccccc1C(=O)O)S(=O)(=O)c1ccccc1
 : 18	-0.1	-3	6	1	-2	1.1	-3	10
> CCOC(=O)Cc1nnc(NC(=O)CSc2nnc3c(n2)[nH]c2ccccc23)s1
 : -6	0.0	-5	4	x	2	0.0	-4	-4
> CCOC(=O)Oc1c(OC)cc(C(=O)O[C@@H]2C[C@@H]3CN4CCc5c([nH]c6cc(OC)ccc56)[C@H]4C[C@@H]3[C@H](C(=O)OC)[C@H]2OC)cc1OC
 : -30	1.3	-4	-15	6	-1	0.3	13	x

# Retrieved by structure from the list above (3):
# Screens in order – D1 antag	TRHR agonist	D1 potentiator	D2 antag	D2 potentiator	D1 ag	D2 ag	TRHR PAM	RXFP1 antagonist
> CC(=O)Nc1cc(C(=O)N(C)Cc2ccco2)ccc1Sc1ccc(C)cc1
 : 3	0.4	11	5	8	6	0.6	8	-8
> CCN(CC)c1ccc(/C=N/Nc2cccc(C)c2)c(O)c1
 : 6	-0.6	4	7	0	3	-0.4	2	13
> O=C(/C=C/c1cccc([N+](=O)[O-])c1)N1CC[C@@]2(O)CCCC[C@H]2C1
 : -14	-0.1	2	x	-9	1	0.8	4	-10

# Sorted by value in TRHR agonist (smallest number first): 3 of the compounds above
SMILES	TRHR agonist
CCN(CC)c1ccc(/C=N/Nc2cccc(C)c2)c(O)c1	-0.6
O=C(OCc1ccc(F)cc1)c1cccnc1Cl	-0.2
O=C(COC(=O)Cc1ccc(Br)cc1)NC1CCCCC1	4.8

# Next part
# Screens in order – D1 antag	TRHR agonist	D1 potentiator	D2 antag	D2 potentiator	D1 ag	D2 ag	TRHR PAM	RXFP1 antagonist
> Cc1c(Cl)cccc1NC(=S)N(Cc1ccccc1)Cc1cccnc1
 : -20	0.1	-9	8	23	2	3.0	-1	-12
> Cc1ccc2c(c1)N(CCC(=O)NCc1cccs1)C(=O)C(C)O2 (stereo unspecified)
 : 16	-0.4	1	1	-22	-3	0.4	0	-2
> Nc1nonc1-n1nnc(C(=O)N/N=C/c2cccc(Cl)c2)c1CSc1ccc(Cl)cc1
 : -14	1.4	-1	-3	x	3	0.0	-13	-3
> CCc1ccc(C(O)(C(C)C)C(CN2CCOCC2)c2ccccc2)cc1 (stereo unspecified)
 : 29	0.5	5	-1	7	0	0.0	9	-78*
> O=C(COc1cccc(Cl)c1)NCc1ccccc1
 : 1	-0.4	-4	x	x	1	x	-3	-13
